miR122 inh = inhibitors of miR-122 in Huh7 cells. Huh7 miR-122 Renilla luciferase sensor, 48 h; neutral wells = 0, positive control = 100. activation (reporter increase), % at 12.5 µM. 340,000 compounds, 0.3% hits;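 active = mean replicate activation score at least 90 and every replicate individually at or above 90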;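 also: higher luciferase means less miR-122 activity so hits act as miR-122 inhibitors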
FN deposit inh = fibronectin deposition inhibition | AH1F fibroblasts, Alexa488-fibronectin deposition fluorescence, overnight | inhibition, % at 12.6 µM | 350,000 compounds, 0.086% hits | AID 743247;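 active = mean inhibition across replicates of 30% or more, regardless of how many single replicates reach that level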;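 also: positive control wells lacked labelled fibronectin entirely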
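Assay system: AH1F fibroblast monolayer, labelled fibronectin deposition. Amount: 10000 cells per well. Also added: labelled fibronectin 24 nM. Compound: single-point pinned compound. Incubation: cell attachment 1 h, compound and FN exposure overnight. Detection: fluorescence after three HBSS washes, excitation 485 nm, emission 525 nm. Read-out: inhibition of fibronectin deposition signal.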
Statin myotox sup = suppression of simvastatin myotoxicity; C2C12 myotubes + simvastatin, ATP luminescence, 48 h; scaled: DMSO 0, geranylgeraniol control 100; rescue of ATP level, % at 7.49 µM; 330,000 compounds, 0.78% hits;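 active = mean ATP rescue above about 67%, or every replicate alone reaching that limit, limit read from the data, passing the limit was not always enough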;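 also: myotubes were challenged with 10 µM simvastatin during compound exposure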
PGC1a acetyl inh = PGC1a acetylation modulation, inhibitor mode | U2OS PGC1a acetylation, AlphaScreen anti-acetyl-lysine; with virally co-expressed GCN5 acetyltransferase | inhibition, % at 15.6 µM | 350,000 compounds, 0.17% hits;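 active = every replicate shows inhibition of at least 40%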;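 also: 0% = neutral control wells and 100% = positive control wells; some results beyond the cut were filed as inactive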
Cneo AK release = Cryptococcus neoformans lysis via adenylate kinase release | AID 651654 | 360,000 compounds, 0.2% hits | C. neoformans lysis, adenylate kinase release luminescence, 4 h; normalised: neutral wells 0, clomiphene wells 100 | lysis activity, % at 15 µM;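 active = mean lysis activity across replicates of at least 80%, whatever share of replicates individually reach that level; inactive = mean lysis activity below 80%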
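Assay system: Cryptococcus neoformans yeast cells / Dosing: single-point compound dose / Timing: 4 h at 37 °C static, read 1 h later / Measured by: luminescence of released adenylate kinase using an AK detection reagent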
PglD inh = inhibitors of Campylobacter jejuni PglD acetyltransferase; purified PglD enzyme, DTNB colorimetric CoA detection; inhibition, % at 12.5 µM; 360,000 compounds, 0.098% hits; AID 602405; in the data active = inhibition above about 16%, passing the limit was not always enough; also: strong numbers were not always called active
INS-1E GSIS act = GLuc luminescence reporter in INS-1E cells, primary screen for activators of glucose-dependent secretion of insulin; 370,000 compounds, 0.61% hits; activation, % at 16.6 µM; INS-1E GLuc reporter insulin secretion, 2-3 h;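 active = lowest replicate activation of at least 40%, so every replicate reaches that level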;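 also: 0% = median of neutral control wells and 100% = median of IBMX positive control wells; some compounds called inactive have numbers as strong as hits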
F508del corr = CFTR F508del correction in bronchial cells; CFBE cells, YFP halide quenching; stimulated with forskolin plus potentiator P3; % fluorescence drop versus neutral controls; activity (quench increase), % at 7.58 µM; 350,000 compounds, 0.36% hits;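 active = mean added fluorescence quench of at least 8% versus neutral control, with both replicates also reaching 8%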;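 also: cells transiently co-express mutant CFTR-F508del with the halide-sensitive YFP; corrector assay measuring rescue of mutant channel to the surface after 24 h compound exposure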
An asterisk follows results filed as active; [ ] = dose if it differs, or a comment.

For CCC(C(=O)NC1CCCCCC1)n1nc(C)n2c(cc3occc32)c1=O (stereo not drawn) the results were miR122 inh -3.5, FN deposit inh -13.5, Statin myotox sup 10.8, PGC1a acetyl inh -5.8, Cneo AK release 1.5, PglD inh -2.0, INS-1E GSIS act -0.4 and F508del corr 1.9.
For CC(C)CC(=O)Nc1ccc(N2CCOCC2)cc1 the results were Statin myotox sup 2.5, Cneo AK release 0.6, PglD inh 2.6 and INS-1E GSIS act 9.3.
For CNC[C@H]1Oc2c(NC(=O)C3CCCCC3)cccc2C(=O)N([C@@H](C)CO)C[C@H]1C the results were miR122 inh -2.5[16.7 µM], FN deposit inh -8.5, Statin myotox sup 31.3, PGC1a acetyl inh 5.4, Cneo AK release -0.8, PglD inh -3.2, INS-1E GSIS act 2.5 and F508del corr -1.1.
Screening CCn1cc(C(=O)NCC(OC)OC)c(=O)c2cc(S(=O)(=O)N3CCOCC3)ccc21 returned FN deposit inh 3.6, Statin myotox sup 16.6, Cneo AK release -0.7, PglD inh 2.2, INS-1E GSIS act 1.9 and F508del corr -0.9.
Cc1cccc(C2CC(c3ccc(F)cc3)Nc3nc(N)nn32)c1 (stereo not drawn) was read as miR122 inh -0.8, FN deposit inh -5.6, Statin myotox sup 13.8, PGC1a acetyl inh 2.3, Cneo AK release -0.9, PglD inh -4.2, INS-1E GSIS act 32.7 and F508del corr 1.1.
For O=C(O)CCCC(=O)NCc1ccccn1 the results were miR122 inh -2.6, FN deposit inh 0.3, Statin myotox sup 17.9, PGC1a acetyl inh 10.5, Cneo AK release 2.4 and PglD inh 2.9.
Screening COc1cccc(C(=O)Nc2ccc3c(c2)C(=O)N(C)[C@@H]2CC[C@@H](CC(=O)N[C@H](C)c4ccccc4)O[C@H]2CO3)c1 returned miR122 inh 15.6[16.7 µM], FN deposit inh 2.3, Statin myotox sup 39.6, PGC1a acetyl inh -10.0, Cneo AK release -2.3, PglD inh 1.4, INS-1E GSIS act -12.3 and F508del corr 1.4.
Screening COc1ccc(-c2ccc([C@@H]3[C@@H](CO)N4CCCCN(C(=O)c5ccc6c(c5)OCO6)C[C@H]34)cc2)cc1 returned miR122 inh 4.2[16.7 µM], Statin myotox sup 0.3, PGC1a acetyl inh 0.2, Cneo AK release -2.1, PglD inh -3.0, INS-1E GSIS act -12.0 and F508del corr -0.7.
Screening Cc1cc(-c2ccc(NS(=O)(=O)c3ccccc3)c(C)c2)ccc1NS(=O)(=O)c1ccccc1 returned miR122 inh 23.1, FN deposit inh -4.4, Statin myotox sup 0.7, PGC1a acetyl inh -20.9, Cneo AK release 0.6, PglD inh 2.9 and F508del corr -5.8.
C[C@H](CO)N1C[C@H](C)[C@@H](CN(C)C(=O)Cc2ccccc2)Oc2cc(-c3cncnc3)ccc2S1(=O)=O was read as miR122 inh -5.5[16.7 µM], Statin myotox sup -9.4, PGC1a acetyl inh 5.1, Cneo AK release -1.1, PglD inh 1.1, INS-1E GSIS act -2.3 and F508del corr -1.7.
`COc1ccccc1N1CCN(CC(=O)N2N=CCC2c2ccccc2)CC1` (stereo not drawn) gave miR122 inh 0.6, FN deposit inh 5.0, Statin myotox sup 5.6, PGC1a acetyl inh 2.9, INS-1E GSIS act 12.5 and F508del corr -0.1.
For COc1ccc(S(=O)(=O)Nc2ccc3c(c2)CC(=O)N([C@@H](C)CO)C[C@H](C)[C@@H](CN(C)Cc2ccncc2)O3)cc1 the results were miR122 inh 0.5[16.7 µM], FN deposit inh -1.4, Statin myotox sup 1.5, PGC1a acetyl inh -5.0, Cneo AK release 0.1, PglD inh 7.9, INS-1E GSIS act -4.1 and F508del corr 2.2.
For CCN1C(=O)c2ccccc2S(=O)(=O)c2ccc(C(=O)NCCCN(CC(C)C)CC(C)C)cc21 the results were FN deposit inh 4.7, Statin myotox sup 14.1, PGC1a acetyl inh -6.3, Cneo AK release 0.7, PglD inh -3.3 and F508del corr 4.6.
`CCCc1cn(CC[C@@H]2CC[C@H](NC(=O)C3CCCC3)[C@H](CO)O2)nn1` gave miR122 inh -2.0[16.7 µM], FN deposit inh 1.6, Statin myotox sup -2.9, PGC1a acetyl inh -7.5, Cneo AK release -2.6, PglD inh 0.8, INS-1E GSIS act -2.2 and F508del corr 0.9.
Cc1ccc(-n2nnnc2SCn2nnc3ccccc3c2=O)c(C)c1 was read as miR122 inh 0.0, Statin myotox sup -7.5, PGC1a acetyl inh -31.2, Cneo AK release 2.0, PglD inh -1.7 and INS-1E GSIS act -31.6.
For C[C@H](CO)N1C[C@H](C)[C@@H](CN(C)Cc2ccc(C(=O)Nc3ccccc3N)cc2)Oc2ccc(NS(C)(=O)=O)cc2CC1=O the results were miR122 inh 4.2[16.7 µM], Statin myotox sup -11.9, PGC1a acetyl inh -4.0, Cneo AK release -2.9, PglD inh -35.0, INS-1E GSIS act 2.1 and F508del corr 1.8.
`Cc1ccccc1-n1nc2c(c1NC(=O)c1c(-c3ccccc3Cl)noc1C)CSC2` gave miR122 inh 5.4, FN deposit inh -5.6, Statin myotox sup 3.3, PGC1a acetyl inh 2.1, Cneo AK release -0.7 and PglD inh -6.1.
For Cc1cc(NC(=O)COC(=O)CCn2c(C)csc2=O)c([N+](=O)[O-])cc1C the results were miR122 inh -3.4, FN deposit inh 3.1, Statin myotox sup -7.4, PGC1a acetyl inh -5.7, Cneo AK release 12.1, PglD inh -2.8 and F508del corr 4.4.
`O=C1/C(=C/c2ccc(F)cc2)SC(=S)N1CC(=O)N1CCCCC1c1cccnc1` (stereo not drawn) gave miR122 inh 3.7, FN deposit inh 5.1, Statin myotox sup 0.5, PGC1a acetyl inh 5.1, Cneo AK release -6.7, PglD inh -1.1, INS-1E GSIS act -6.4 and F508del corr -6.2.
CO[C@H]1CN(C)C(=O)c2cc(NC(=O)C3CCC3)ccc2OC[C@@H](C)N(Cc2cccnc2)C[C@@H]1C was read as FN deposit inh 11.3, Statin myotox sup 5.5, PGC1a acetyl inh -7.5, Cneo AK release 17.9, PglD inh -0.6, INS-1E GSIS act 1.0 and F508del corr -1.9.
For CC(C(=O)N(C)c1ccccc1)N1CCN(C(=O)c2ccccc2)CC1 (stereo not drawn) the results were FN deposit inh 4.1, Statin myotox sup 1.0, Cneo AK release 0.3, PglD inh -2.7 and F508del corr 3.9.
`CCC(=O)N1[C@@H]2Cn3c(ccc(-c4ccccc4F)c3=O)[C@H]1[C@@H](C(=O)NC1CCC1)[C@@H]2CO` gave miR122 inh 8.5[16.7 µM], FN deposit inh 7.9, Statin myotox sup 12.5, Cneo AK release -1.4, PglD inh 1.1, INS-1E GSIS act -2.3 and F508del corr -2.2.
O=C(Cn1nnc2ccccc21)NC1CCCCC1 was read as miR122 inh 3.5, FN deposit inh -1.6, Statin myotox sup 6.1, PGC1a acetyl inh -1.4, Cneo AK release -0.3 and PglD inh 7.0.
For CO[C@H]1CN(C)C(=O)c2ccc(NC(=O)NC(C)C)cc2OC[C@@H](C)N(C(=O)CN(C)C)C[C@H]1C the results were miR122 inh -5.2[16.7 µM], FN deposit inh 2.7, Statin myotox sup 19.0, PGC1a acetyl inh 9.7, Cneo AK release -2.7, PglD inh 1.9, INS-1E GSIS act 3.8 and F508del corr -4.1.
COc1ccc(NS(=O)(=O)c2cccc(C(=O)N/N=C/c3ccccc3OC)c2)cc1 was read as FN deposit inh -0.4, Statin myotox sup -4.7, Cneo AK release 1.9, PglD inh -3.6, INS-1E GSIS act -3.2 and F508del corr -1.0.
For CCOC(=O)N1CCN(Cc2nc3ccc([N+](=O)[O-])cc3c(=O)n2-c2ccccc2F)CC1 the results were miR122 inh -5.5, FN deposit inh 5.2, Statin myotox sup -17.2, PGC1a acetyl inh 10.8, Cneo AK release -0.3, PglD inh 0.3, INS-1E GSIS act -22.3 and F508del corr 0.0.
`O=C1COc2ccc(C(=O)NC3CC3)cc2N1` gave miR122 inh -3.7, FN deposit inh 5.6, Statin myotox sup 5.5, PGC1a acetyl inh -0.8, Cneo AK release 2.8, PglD inh 3.2, INS-1E GSIS act -2.5 and F508del corr 3.9.
COc1ccc(C(CNC(=O)COc2ccc(C)c(C)c2)N2CCCCC2)cc1 (stereo not drawn) was read as FN deposit inh -7.3, Statin myotox sup -23.0, PGC1a acetyl inh 2.6, Cneo AK release 0.4, PglD inh 2.6, INS-1E GSIS act -17.8 and F508del corr -0.1.
For CCOC(=O)C1=C[C@@H](C(C)(C)C)N(S(=O)(=O)c2ccccc2C)[C@H]1c1ccc(Cl)cc1 the results were miR122 inh 1.0, Statin myotox sup -11.0, PGC1a acetyl inh -29.1, Cneo AK release 0.5, PglD inh -0.4, INS-1E GSIS act 3.5 and F508del corr -2.2.
Screening Cc1ccc(S(=O)(=O)NC(CC(C)C)C(=O)NCCCn2nc(C)cc2C)cc1 (stereo not drawn) returned miR122 inh 5.7, FN deposit inh 0.9, Statin myotox sup -4.2, PGC1a acetyl inh -1.1, Cneo AK release 2.3, PglD inh 2.7, INS-1E GSIS act -25.1 and F508del corr -0.3.
`CO[C@@H]1CN(C)C(=O)c2cc(NC(=O)Nc3cccc(F)c3)ccc2OC[C@@H](C)N(C(=O)C2CC2)C[C@H]1C` gave miR122 inh -3.9[16.7 µM], FN deposit inh 1.2, Statin myotox sup -6.7, PGC1a acetyl inh -8.9, Cneo AK release 1.9, PglD inh -0.1, INS-1E GSIS act -24.8 and F508del corr -0.5.
Screening CCOC(=O)Nc1ccc2c(c1)nc1n2CCN(CCOC)C1 returned FN deposit inh -7.8, Statin myotox sup -6.6, PGC1a acetyl inh 1.6, Cneo AK release -0.1, PglD inh -2.8, INS-1E GSIS act 3.4 and F508del corr 1.6.
Screening CCN(CC)S(=O)(=O)c1ccc2nc(COC(=O)c3n[nH]c4ccccc34)[nH]c2c1 returned miR122 inh -2.3, FN deposit inh 4.3, Statin myotox sup 4.3, PGC1a acetyl inh 17.7, Cneo AK release 6.0, PglD inh -0.8 and INS-1E GSIS act 57.7*.
For CC(NC(=O)c1ccc(Br)cc1Br)c1ccccc1 (stereo not drawn) the results were miR122 inh -3.4, FN deposit inh -0.3, PGC1a acetyl inh -7.8, INS-1E GSIS act -10.2 and F508del corr 1.4.
Cc1cc2oc(C(=O)Nc3nonc3C)c(C)c2cc1Cl was read as miR122 inh -2.3, FN deposit inh 2.4, Statin myotox sup -4.8, PGC1a acetyl inh 10.9, Cneo AK release -6.2, PglD inh -0.2, INS-1E GSIS act -1.3 and F508del corr -0.7.
Screening O=C(COc1ccc(-c2ccccc2)cc1)N1CCN(C(=O)c2cccnc2)CC1 returned miR122 inh 4.4, Statin myotox sup 14.0, PGC1a acetyl inh 15.5, Cneo AK release -10.4 and PglD inh -10.5.

Screens deposited in PubChem by Broad Institute.
